pCIP destab: compounds decreasing mouse p/CIP protein stability; actives 0.01% (n = 290,000); Q05BA5; AID 1984; F442A p/CIP-EGFP cells, EGFP fluorescence, 16 h; decrease of EGFP signal, % at 10 µM;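 active = EGFP signal decrease of at least 30% at 10 µM or well 3 SD below plate mean, unless failing retest; inactive = the rest, including hits failing retest or dose response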; also: some compounds called inactive have numbers as strong as hits; many of its hits are not listed in these tables
MEKK2mut PB1 HTS: signal of MEK5 binding to mutant human MEKK2 PB1 domain; bead flow cytometry, Alexa488-MEK5 binding to MEKK2 mutant; percent response, % at 10 µM; actives 0.35% (n = 290,000); in the data active = percent response above about 24%, passing the limit was not always enough; also: inactives centre near 1; some results filed as inactive read as strong as hits; reference of the scale not given here
M18AAP inhibitor: blocks P. falciparum M18 aspartyl aminopeptidase. recombinant PfM18AAP, H-Glu-NHMec fluorogenic cleavage. inhibition, % at 7.35 µM. actives 1.2% (n = 290,000);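 active = inhibition above the campaign mean inhibition over all tested compounds plus 3 SD, cut at about 28% in these data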;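 also: 0% = plate median of test compound wells and 100% = 2 mM ZnCl2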
IDE act: IDE (human) activation, cell-based | HEK cells, FAbeta-B cleavage, fluorescence polarization; 0% vehicle, 100% cell-free pure enzyme wells | activation, % at 5.96 µM | actives 0.073% (n = 340,000) | AID 493087;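 active = activation above the mean of all tested compounds plus 3 SD, set per screening campaign, cut at about 17% in these data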
Target sequence (P14735 whole entry, looked up): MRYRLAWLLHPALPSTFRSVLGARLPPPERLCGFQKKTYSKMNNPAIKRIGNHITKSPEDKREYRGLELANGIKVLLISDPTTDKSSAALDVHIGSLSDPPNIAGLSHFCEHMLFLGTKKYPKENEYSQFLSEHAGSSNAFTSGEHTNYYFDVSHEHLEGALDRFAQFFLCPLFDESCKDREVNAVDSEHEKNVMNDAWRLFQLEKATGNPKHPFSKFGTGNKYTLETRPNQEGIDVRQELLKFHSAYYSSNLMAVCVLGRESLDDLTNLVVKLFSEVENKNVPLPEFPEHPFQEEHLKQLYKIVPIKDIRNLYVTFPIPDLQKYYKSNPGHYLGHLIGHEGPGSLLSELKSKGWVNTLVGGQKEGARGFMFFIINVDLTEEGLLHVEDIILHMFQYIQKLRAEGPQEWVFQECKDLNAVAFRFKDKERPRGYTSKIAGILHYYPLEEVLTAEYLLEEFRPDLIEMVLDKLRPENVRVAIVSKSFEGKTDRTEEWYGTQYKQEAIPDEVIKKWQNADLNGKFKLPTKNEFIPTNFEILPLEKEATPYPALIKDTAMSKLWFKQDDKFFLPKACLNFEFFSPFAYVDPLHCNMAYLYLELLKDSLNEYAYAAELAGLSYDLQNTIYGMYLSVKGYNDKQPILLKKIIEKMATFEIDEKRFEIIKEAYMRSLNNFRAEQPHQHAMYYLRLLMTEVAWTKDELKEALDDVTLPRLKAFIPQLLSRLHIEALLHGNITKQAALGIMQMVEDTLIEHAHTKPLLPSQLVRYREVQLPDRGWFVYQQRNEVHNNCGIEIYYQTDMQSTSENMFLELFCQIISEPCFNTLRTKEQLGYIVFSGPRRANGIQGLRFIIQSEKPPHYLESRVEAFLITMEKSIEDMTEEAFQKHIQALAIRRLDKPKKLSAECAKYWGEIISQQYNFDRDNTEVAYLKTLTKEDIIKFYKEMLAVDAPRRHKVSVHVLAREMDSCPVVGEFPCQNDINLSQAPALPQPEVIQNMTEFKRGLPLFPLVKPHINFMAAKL
MEKK3 PB1 HTS: raises or lowers MEK5 binding to the human MEKK3 PB1 domain; actives 1.4% (n = 290,000); AID 1529; Q99759; binding response (% of control), % at 10 µM; bead-based flow cytometry, Alexa488-MEK5 binding to MEKK3; actives lie on both sides; 0 = blocked by unlabeled MEK5, 100 = vehicle;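 active = binding response more than 3 SD above or below the average of its plate-row segment, actives on both sides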;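 also: Alexa488 bead fluorescence after subtracting the streptavidin-only scavenger bead signal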
NALP1 yeast inh: NALP1 inhibition. S. cerevisiae NALP1/ASC/caspase-1 growth, X-gal OD620, 72 h. inhibition, % at 10 µM. actives 0.61% (n = 280,000). AID 2071; in the data active = inhibition mostly above about 24%, no sharp cut-off; inactive = mostly below about 32%; also: some compounds called inactive have numbers as strong as hits
IDE cell inh: inhibitors of human insulin-degrading enzyme in cells | P14735 | HEK cells, FAbetaB cleavage, fluorescence polarization | inhibition, % at 5.59 µM | AID 434962 | actives 0.41% (n = 320,000);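 active = percent inhibition above the average of all tested compounds plus 3 SD, set per screening campaign, cut at about 16% in these data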;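 also: IDE supplied by intact live HEK cells; FP after avidin binding of uncleaved biotin substrate so inhibition keeps polarization high; 0% = DMSO wells and 100% = 60 µM reference IDE inhibitor Ii1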
SUMO HTRF inh: blocks human SUMOylation mediated by UBC9; P63279; HTRF SUMOylation assay, SAE1/SAE2 + UBC9, in vitro; inhibition, % at 35 µM; actives 0.36% (n = 290,000); AID 2006; in the data active = inhibition above about 50%, passing the limit was not always enough; also: strong numbers were not always called active
MEKK2 WT-MEK5: raises or lowers MEK5 binding to wildtype human MEKK2 PB1 domain; Q9Y2U5; bead flow cytometry, Alexa488-MEK5 binding to MEKK2 WT; actives lie on both sides; binding response (% of control), % at 10 µM; actives 1.1% (n = 290,000); in the data active = binding response below about 67% or above about 130%
* marks the source's active call; other numbers are inactive results; / = no result given.

Sequence of screens: pCIP destab	MEKK2mut PB1 HTS	M18AAP inhibitor	IDE act	MEKK3 PB1 HTS	NALP1 yeast inh	IDE cell inh	SUMO HTRF inh	MEKK2 WT-MEK5
c1ccc2c(c1)nc(N1CCCCC1)c1ccccc12
  -23	-11	-3	4	93	39*	1	6	95
O=C(O)C1Nc2c(Cl)cc(Cl)cc2C2C=CCC12 (stereo not given)
  -8	-1	11	9	94	11	-2	49	96
Cc1ccccc1C1NC(=O)c2ccccc2O1 (stereo not given)
  -5	21	-7	1	105	6	6	7	106
COCCN(C(=O)CSc1nnc(Nc2ccccc2F)s1)c1c(N)n(Cc2ccccc2)c(=O)[nH]c1=O
  -7	3	7	2	98	13	-3	12	100
Cn1nnc2sc3c(c2c1=O)CCCC3
  -8	1	23	1	101	-6	5	1	97
Cc1ccnc(NS(=O)(=O)c2ccc(NC(=O)C34CC5CC(C)(CC(C)(C5)C3)C4)cc2)n1
  6	-1	-3	3	103	15	-2	-2	98
Cn1c(=O)c2c(SCc3ccccn3)nc(C3CC3)nc2n(C)c1=O
  8	10	-3	-5	99	/	1	0	101
CCCOC(=O)C1=C(C)NC(=O)NC1c1ccc(Br)s1 (stereo not given)
  -1	-13	5	-12	95	-5	14	18	85
CC(SC1=NCCS1)C(=O)Nc1nnc(-c2ccc(Cl)cc2)s1 (stereo not given)
  -7	4	4	-1	102	27	1	8	103
Cn1c(=O)c(C(=O)NNC(=O)c2ccc(Br)cc2)c(O)c2ccccc21
  10	1	14	3	101	2	3	4	101
Cc1cc2ccccn2c1C(=O)c1nc(NCc2ccco2)ncc1Cl
  -15	-8	-5	2	103	14	1	1	93
COc1ccc(-c2cc(C)no2)cc1S(=O)(=O)NCC(C)c1ccccc1 (stereo not given)
  -9	1	2	-1	102	-13	3	3	93
Cc1cnc(NC(=O)CN2CCN(c3ccccc3F)CC2)s1
  -8	4	2	0	110	5	2	10	105
C=CCc1ccc(OCc2ccc(C(=O)Nc3ccc(NC(C)=O)cc3)o2)c(OC)c1
  -1	10	-3	5	107	16	3	6	107
N#Cc1nc(COc2ccccc2)oc1N1CCC(Cc2ccccc2)CC1
  -3	2	-13	5	102	16	8	-17	101

Ordered by number of heavy atoms (lowest first): three of the compounds above.
Sequence of screens: pCIP destab	MEKK2mut PB1 HTS	M18AAP inhibitor	IDE act	MEKK3 PB1 HTS	NALP1 yeast inh	IDE cell inh	SUMO HTRF inh	MEKK2 WT-MEK5
Cn1c(=O)c2c(SCc3ccccn3)nc(C3CC3)nc2n(C)c1=O
  8	10	-3	-5	99	/	1	0	101
Cc1cc2ccccn2c1C(=O)c1nc(NCc2ccco2)ncc1Cl
  -15	-8	-5	2	103	14	1	1	93
C=CCc1ccc(OCc2ccc(C(=O)Nc3ccc(NC(C)=O)cc3)o2)c(OC)c1
  -1	10	-3	5	107	16	3	6	107

Remaining list, next part.
Sequence of screens: pCIP destab	MEKK2mut PB1 HTS	M18AAP inhibitor	IDE act	MEKK3 PB1 HTS	NALP1 yeast inh	IDE cell inh	SUMO HTRF inh	MEKK2 WT-MEK5
Cc1ccc(C(C)C)c(OCCN2CCc3ccccc3C2)c1
  -4	8	-2	3	108	8	0	-1	120
CCc1ccccc1NC(=S)N1N=CCC1c1ccccc1 (stereo not given)
  -7	2	1	-1	106	-2	6	-16	103
CCn1c(SCC(=O)NC2CCCc3ccccc32)nnc1-c1cccs1 (stereo not given)
  -16	2	-2	-3	97	3	0	-11	98
O=C(CN1CCCCC1)Nc1ccccc1
  1	0	2	0	104	1	3	-3	99
COc1ccc(C)cc1S(=O)(=O)Nc1cccc(Cl)c1
  0	-1	4	5	101	-2	0	-2	99
CC(=O)Nc1ccc(SCC(=O)N2CCN(S(=O)(=O)c3ccccc3)CC2)cc1
  9	0	0	3	104	13	4	-3	104
COC(=O)c1nn(-c2ccc(OC)cc2)ccc1=O
  -12	7	-9	-4	102	11	4	38	111
COc1ccc2[nH]cc(C(=O)C(=O)N3CCCCC3)c2c1
  0	3	2	0	98	4	4	14	97
CC(=O)N1c2ccc(S(=O)(=O)NCC3CCC(C(=O)N(C)Cc4ccccc4)CC3)cc2CC1C (stereo not given)
  -5	2	-8	0	102	4	-4	4	101
CN1CCN(CC#CC(C)(O)C2CC3C=CC2C3)CC1 (stereo not given)
  -4	5	-1	-1	102	-3	1	4	107
CC(=O)Nc1ccc(C=C(C(C)=O)C(C)=O)cc1
  -6	-1	-3	2	100	3	3	8	101
Cc1cc(N2CC(C)OC(C)C2)nc2ccccc12 (stereo not given)
  8	-6	-5	-1	94	3	7	2	96
O=C1CN(C(=O)CC2c3ccccc3-c3ccccc32)CC(=O)N1
  -4	8	13	-1	102	-1	-1	-3	101
Cc1[nH]n(-c2ccccc2)c(=O)c1/C=N/c1nn[nH]n1
  -7	-13	3	/	93	-6	7	14	88
CCN1CCN(C(c2cccs2)C(C)NC(=O)C(C)C)CC1 (stereo not given)
  11	12	3	0	107	16	6	-6	111
O=C(NC(=S)Nc1cccc(C(F)(F)F)c1)c1csnn1
  -8	-4	27	-4	94	5	0	4	94
O=C(O)CC1(CC(=O)Nc2cc(C(F)(F)F)cc(C(F)(F)F)c2)CCCCC1
  -6	-6	-4	/	91	/	0	23	97
O=S(=O)(c1ccc(Cl)c(Cl)c1)c1snnc1-c1ccccc1
  7	1	0	-2	102	28	/	-6	94
CCOc1cc(/C=C2/C(=N)N3C(=NC2=O)SN=C3S(=O)(=O)C(C)C)ccc1OC(=O)c1ccco1
  -65	-2	9	-21	99	-6	-4	-1	98
CCc1cccc(CC)c1NC(=O)COC(=O)c1cccc(-c2ccc(OC(C)=O)cc2)c1
  2	11	-14	5	98	38	7	-1	103
O=C(CSc1nnc(-c2ccccn2)n1Cc1ccco1)Nc1ccc2c(c1)OCO2
  -4	0	-4	2	102	1	2	2	103
Cn1c(=O)n(C)c2cc(S(=O)(=O)Nc3ccccc3)ccc21
  3	2	-2	4	103	10	-6	-4	100
Cc1ccc(SC(C)C(=O)Nc2ccccc2C(=O)N2CCOCC2)cc1 (stereo not given)
  -6	-7	3	0	95	13	6	5	99
Cc1sc(NC(=O)CN2CCCC2)nc1-c1ccc2c(c1)CCN2C(=O)c1cccc(F)c1
  -8	10	10	-2	102	18	-1	7	113
CSC1=NCCN1S(=O)(=O)c1ccc2ccccc2c1
  2	4	3	0	103	16	3	9	101
Cc1nn(-c2ccc(F)cc2)c2sc(C(=O)N3CCCCCC3)cc12
  1	4	1	6	105	-8	-2	-19	103
CCCCC(CC)C(=O)Nc1ccc(S(=O)(=O)N2CCCC2)cc1 (stereo not given)
  7	7	0	4	101	5	-2	18	107
COc1ccc(NC(=O)N(Cc2cccs2)Cc2cc3cc4c(cc3[nH]c2=O)OCO4)cc1
  -5	1	-7	/	137*	27	3	12	100
CN1CCC(N(C)C(=S)Nc2ccc(SC(F)F)cc2)CC1
  -12	-2	7	0	101	19	-2	0	102
CC(C)c1ccccc1NC(=O)COC(=O)Cc1cccc(C(F)(F)F)c1
  -9	-2	5	0	89	/	4	0	91

As entered above.
CCOc1cc(/C=C2/C(=N)N3C(=NC2=O)SN=C3S(=O)(=O)C(C)C)ccc1OC(=O)c1ccco1 – NALP1 yeast inh: -6
Cc1cc(N2CC(C)OC(C)C2)nc2ccccc12 (stereo not given) – MEKK2 WT-MEK5: 96

(further entries)
Sequence of screens: pCIP destab	MEKK2mut PB1 HTS	M18AAP inhibitor	IDE act	MEKK3 PB1 HTS	NALP1 yeast inh	IDE cell inh	SUMO HTRF inh	MEKK2 WT-MEK5
O=C(CN1CCN(C2CCCCC2)CC1)c1c[nH]c2ccccc12
  -14	7	-11	6	102	10	9	-6	111
Cc1cc(C)cc(N(CC(=O)NC(C)(C)C)C(=O)CCC(=O)Nc2ccccn2)c1
  -9	2	1	1	98	4	2	0	100
CN1CCN(C(=O)C2=C[C@@H](c3ccccc3)C[C@@H](OCCCCO)O2)CC1
  -9	5	-1	7	109	-19	-2	10	106
CN1CCN(NC(=O)c2cc(-c3cccc(Cl)c3)nc3ccccc23)CC1
  9	-13	-1	7	99	6	0	1	92
O=C(NCc1ccccc1)C1(C(F)(F)F)C/C(=C/CCO)CCCO1 (stereo not given)
  /	-5	/	0	88	/	0	/	93
COc1ccc(N2CCN(C(=S)Nc3ccccc3)CC2)cc1
  -1	4	6	1	103	8	2	-8	102
Cc1ccc(C(=O)CNc2ccc(C)cc2C)cc1
  -14	2	6	7	108	6	1	-1	111
O=C(CCCN1C(=O)c2ccccc2C1=O)N1CCC(c2ccccc2)C1 (stereo not given)
  -10	0	11	1	100	8	-5	4	102
c1cc(-n2cnnn2)ccc1NC1=NCCC1
  -8	-1	5	-1	99	2	-2	19	102
O=C1CCCCN1CC(=O)N1CCCC(Nc2ccc(F)cc2)C1 (stereo not given)
  12	0	2	10	98	-8	2	-12	104
CCNC(=O)Oc1ccc[nH]c1=O
  5	7	-9	3	97	37*	-3	88*	104
O=C(c1ccc(Cn2c(=S)[nH]c3cc4c(cc3c2=O)OCO4)cc1)N1CCN(c2ncccn2)CC1
  4	-10	6	/	101	18	4	1	83
O=C1c2ccccc2C(=O)N1CCc1csc(-c2ccc(F)cc2)n1
  -13	-11	2	-5	69	26	-3	18	69
Cc1ccc(-n2nnnc2-c2cnc(-c3cccnc3)nc2C(F)(F)F)cc1
  4	-5	4	-7	93	-16	4	1	89
CCOc1ccc(NS(=O)(=O)c2cc3c(cc2C)N(C)CCO3)cc1
  -9	-4	1	-5	99	-4	5	-8	100
CCCCOc1ccc(N2CC(C(=O)NCCc3ccc(OC)c(OC)c3)CC2=O)cc1 (stereo not given)
  -2	-3	4	8	103	9	-3	5	95
CC(C)(C)C1(O)CC(C(F)(F)F)=NN1C(=O)CCCc1ccccc1 (stereo not given)
  6	-4	7	4	98	10	6	3	93
CC(C)c1ccc(CNCc2ccccc2)cc1
  -8	7	-6	4	105	9	-1	-2	113
CCn1cc(C(=O)N2CCN(Cc3ccc4c(c3)OCO4)CC2)c(=O)c2ccc(C)nc21
  -8	-1	8	-1	98	10	8	20	99
N#CC1CN(C(c2ccccc2)c2ccccc2)C1
  3	-3	-2	2	99	-2	2	4	98

An excerpt; the hit share may differ from the screen's.
